Gal4-VP16 FLuc = inhibits Gal4-VP16 luciferase reporter, ROR gamma counter-screen; Drosophila S2 Gal4-VP16 UAS-luciferase, luminescence, 20 h; Potency, µM (series often up to 53.6 µM), for the others: top-dose activity, negative = inhibition, usual class: inhibitors; actives 3.5% (n = 310,000); AID 2546;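 note: Gal4-VP16 expression switched on by copper sulfate through the metallothionein promoter; % is set by controls: 0 for no effect and ±100 for the full control effect; nearly all actives have a fitted effect of over 50% in size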
p53 reactivator = mutant p53 re-activation in reporter cells | actives 0.063% (n = 320,000) | H1299 p53-A138V BP100-luciferase reporter, luminescence, 24 h | Potency, µM (titrated, usually from 92.2 µM), for inactives: at the highest dose activity change, positive = activation, usual class: activators; note: % of control where 0% means no effect; nearly all actives have a fitted effect of over 45% in size
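p53-null H1299 cells stably carrying temperature-sensitive p53-A138V and a BP100-luciferase reporter were pinned with compounds (4-point, 1:5 series) and held 24 hrs at 37 deg C. Luminescence was read 10 min after detection reagent.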
ELG1 genotox = induces genotoxicity in HEK293T cells with luciferase-tagged ELG1; HEK293T ELG1-luciferase reporter, luminescence, 16 h; Potency, µM (series often up to 46 µM), for inactives: at the highest dose activity change, positive = activation, actives largely listed as activators; actives 1.3% (n = 330,000); note: % of control where 0% means no effect; nearly all actives have a fitted effect of over 60% in size
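Step 1: seed 2,000 HEK293T ELG1-luciferase cells per well. Step 2: add compound or DMSO, incubate 16 hr at 37 °C. Step 3: ONE-Glo, 30 min at room temperature, read luminescence.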
Rab9 promoter act = activates the Rab9 promoter. Huh7 Rab9 promoter-luciferase reporter, luminescence, 24 h. Potency, µM (titrated, usually from 9.22 µM), for the others: at the top dose activation, negative = inhibition, most hits filed as activators. actives 2.8% (n = 320,000); note: % of control where 0% means no effect; nearly all actives have a fitted effect of over 60% in size
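Huh7 cells stably carrying a Rab9 promoter-luciferase reporter, 1500 cells per well in OP-MEM I with 10% FBS, treated with compound 24 hours at 37C. Luciferase activity read by luminescence after 10 minutes with Amplite reagent.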
BRCA1 expr act = activators of BRCA1 expression | MCF7-BRCA1-FFLuc reporter, luminescence, 48 h; response scale: scaled: vehicle 0%, 10 µM genistein 100% | Potency, µM (doses to about 46.1 µM), for the others: top-dose activation, hits mostly activators | actives 1.1% (n = 380,000); note: nearly all actives have a fitted effect of over 80% in size; some results filed as inactive show a strong effect at the top dose
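Cells: MCF7-BRCA1-FFLuc, 2000/well. Exposure: 48 h, 37 °C, 5% CO2. Read: luminescence, 15 min post-substrate. Controls: genistein 10 microM (maximal activation), DMSO (neutral).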
FLuc counter = firefly luciferase modulation, counter-screen for miR-21 project; P08659; purified FLuc, Km substrates, luminescence inhibition; Potency, µM (highest dose often 57.5 µM), inactives show at the highest dose activity change, negative = inhibition, hits mostly inhibitors; actives 6.9% (n = 360,000); AID 588342;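 note: plate controls were vehicle for no effect and reference inhibitor for full effect; nearly all actives have a fitted effect of over 55% in size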
Target sequence (P08659 whole entry, looked up): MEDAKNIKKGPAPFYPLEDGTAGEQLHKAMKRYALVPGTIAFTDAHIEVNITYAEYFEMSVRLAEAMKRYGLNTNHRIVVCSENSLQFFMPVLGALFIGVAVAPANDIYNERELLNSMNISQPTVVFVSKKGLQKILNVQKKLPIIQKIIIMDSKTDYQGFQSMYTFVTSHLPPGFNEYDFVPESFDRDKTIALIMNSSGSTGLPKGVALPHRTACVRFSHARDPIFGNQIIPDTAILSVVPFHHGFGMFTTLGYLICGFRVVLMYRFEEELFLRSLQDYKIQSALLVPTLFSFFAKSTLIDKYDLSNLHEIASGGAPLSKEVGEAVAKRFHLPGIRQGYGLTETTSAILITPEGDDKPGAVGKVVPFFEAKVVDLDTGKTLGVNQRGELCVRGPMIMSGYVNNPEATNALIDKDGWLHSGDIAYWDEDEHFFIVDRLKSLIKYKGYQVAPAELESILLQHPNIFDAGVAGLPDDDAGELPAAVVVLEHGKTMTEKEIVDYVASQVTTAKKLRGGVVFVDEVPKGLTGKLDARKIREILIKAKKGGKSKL
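Purified P. pyralis luciferase, 10 nM final, with Km-level 10 uM D-luciferin and 10 uM ATP in 50 mM Tris acetate pH 7.5, 10 mM Mg acetate, 0.01% Tween-20, 0.05% BSA; 6-point qHTS titration about 60 µM downward; luminescence read.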
NPC1 promoter act = activators of NPC1 promoter; Huh7 NPC1 promoter luciferase reporter, 24 h; Potency, µM (top dose mostly 9.22 µM), for the others: at the top dose activation, actives largely listed as activators; actives 2.4% (n = 320,000); AID 485313;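 note: % of control where 0% means no effect; nearly all actives have a fitted effect of over 60% in size; reporter is driven by a mutant NPC1 promoter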
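Luminescence read-out of NPC1 promoter-driven luciferase in stably transfected Huh7 cells; compounds delivered in DMSO and left 24 h at 37C, 5% CO2, qHTS titration format.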
RORgamma inh = inhibitors of mouse ROR gamma transcriptional activity. Drosophila S2 Gal4-RORgamma UAS-luciferase reporter, 20 h. Potency, µM (titrated, usually from 53.6 µM), inactives show top-dose activity change, negative = inhibition, most hits filed as inhibitors. actives 5.4% (n = 310,000). AID 2551; note: % is set by controls: 0 for no effect and ±100 for the full control effect; nearly all actives have a fitted effect of over 60% in size
Target sequence (P51450 whole entry, looked up, the tested form may be a part): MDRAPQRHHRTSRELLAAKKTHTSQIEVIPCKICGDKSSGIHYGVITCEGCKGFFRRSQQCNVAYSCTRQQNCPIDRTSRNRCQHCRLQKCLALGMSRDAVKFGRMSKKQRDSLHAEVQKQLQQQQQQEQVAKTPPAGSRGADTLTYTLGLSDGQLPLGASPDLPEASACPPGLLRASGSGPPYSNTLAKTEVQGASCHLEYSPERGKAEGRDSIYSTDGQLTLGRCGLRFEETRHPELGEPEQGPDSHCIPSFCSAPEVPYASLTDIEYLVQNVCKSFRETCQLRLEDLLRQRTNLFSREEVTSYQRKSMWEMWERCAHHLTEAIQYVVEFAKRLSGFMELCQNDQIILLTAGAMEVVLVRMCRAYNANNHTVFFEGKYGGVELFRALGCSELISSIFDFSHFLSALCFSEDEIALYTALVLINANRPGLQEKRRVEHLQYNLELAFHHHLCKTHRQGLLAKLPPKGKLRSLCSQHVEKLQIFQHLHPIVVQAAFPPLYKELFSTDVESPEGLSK
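Drosophila Schneider cells stably carrying a metallothionein-driven Gal4 DBD–ROR gamma fusion and a UAS-Photinus luciferase reporter were exposed to compound for 1 hr, then induced with copper sulfate (700 uM final) for 20 hr at ambient temperature before luminescence reading.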
uPA surface inh = cell surface uPA generation inhibition; cell surface uPA generation assay, qHTS; Potency, µM (highest dose often 38.3 µM), for the others: top-dose activity change, negative = inhibition, actives largely listed as inhibitors; actives 0.31% (n = 330,000); AID 540303; active = well fitted inhibition curve with a large enough effect; inconclusive = small, poorly fitted or top-dose-only effect; inactive = no such curve, though single readings can be large or run the other way; tested in mouse RAW 264.7 cells; note: % is set by controls: 0 for no effect and ±100 for the full control effect; nearly all actives have a fitted effect of over 55% in size
MBNL1-CUG inh = blocks human MBNL1 binding to CUG repeat RNA | AID 2675 | Potency, µM (series often up to 57.5 µM), without a hit: top-dose activity change, negative = inhibition, most hits filed as inhibitors | actives 0.036% (n = 280,000) | TR-FRET MBNL1-His/biotin-(CUG)12 binding, 665/545 ratio | Q9NR56; active = well fitted inhibition curve with a large enough effect in the signal ratio, with a control signal flat, not every such curve was filed as active; inconclusive = small, poorly fitted or top-dose-only effect, or effect the other way, or a change in a side signal; inactive = no such curve, though single readings can be large or run the other way; the % refers to the signal ratio; note: % is set by controls: 0 for no effect and ±100 for the full control effect
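Inhibition of protein-RNA binding appears as loss of TR-FRET between terbium anti-His antibody on MBNL1-His and streptavidin-XL665 on biotin-(CUG)12. Activity is normalized to buffer-only and uninhibited-complex controls.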
The depositor's hits bear a star; ? = inconclusive; nt = no result given; [ ] = dose if it differs, or a comment. Unless noted, calls come from the whole dose curve; as a rule, active = well fitted curve in the direction sought with a large enough effect; inconclusive = small, poorly fitted or top-dose-only effect, or another doubt; inactive = no such curve, though single readings can be large; an effect the other way counts as inactive or inconclusive. Potency is the fitted concentration of half-maximal effect.

SMILES	Gal4-VP16 FLuc	p53 reactivator	ELG1 genotox	Rab9 promoter act	BRCA1 expr act	FLuc counter	NPC1 promoter act	RORgamma inh	uPA surface inh	MBNL1-CUG inh
Oc1c(N=Nc2ccc(F)cc2)ccc2ccccc12	?	nt	2.1µM*	4.5µM*	56%	0.6µM*	3.2µM*	25%[1.91 µM]	-3%	17%
COc1cc(/C=N/n2cnnc2)ccc1OCCSc1ccc(C)cc1	-26%	14%	16%	?	66%	-16%	?	25%	1%	-4%
COc1ccc2c(C)cc(SCC(=O)NCCN3C(=O)CSC3=O)nc2c1	-1%	-16%	2%	-4%	-6%	0%	-6%	42%	0%	6%
Cc1ccc2[nH]c(=O)c(CN(CCCN(C)C)C(=O)Nc3ccc(F)cc3)cc2c1	-15%	3%	6%	0%	-13%	0%	-2%	29%	3%	-4%
CC1(C)CC(NS(=O)(=O)c2ccc(F)cc2)CC(C)(C)N1	-3%	6%	1%	-2%	0%	0%	-4%	?	-2%	0%
CCOc1ccc(NC(=O)NCCCn2c(C)nc3cc(C)c(C)cc32)cc1	-4%	-6%	-7%	4%	-38%	-3%	0%	-9%	3%	-13%
COC(=O)c1ccc(CSc2nnc(NC(C)C)s2)cc1	-5%	13%	0%	7%	19%	-1%	0%	15%	-6%	-11%
COc1ccc(C2(CNC(C)=O)CCOCC2)cc1OC	-7%	-2%	1%	1%	1%	1%	-3%	-27%	-5%	8%
Cc1cccc(N2C(=O)C(Cl)=C(Nc3c(C)n(C)n(-c4ccccc4)c3=O)C2=O)c1C	3%	0%	6%	-2%	-1%	0%	1%	13%	5%	17%
Cc1ccc(-c2cc(C(=O)Nc3sc4c(c3C(=O)NCc3ccco3)CCC4)[nH]n2)c(O)c1	?	-6%	3%	-4%	-1%	-1%	1%	18%	8%	-15%
Cc1nnnn1/C(=C\c1ccccc1)C(=O)OCC(=O)NC(C)(C)C	20µM*	-22%	0%	12%	-42%	0%	-6%	13µM*	-9%	-13%
Cc1ccc(C(=O)NCC(=O)N2CCCN(C)CC2)cc1C	nt	-5%	-1%	nt	-1%	nt	nt	nt	-4%	nt
C=CCn1c(CSCc2ccc(Cl)cc2Cl)nnc1SCC(=O)Nc1ccc(C(=O)O)cc1	-2%	-6%	3%	1%	-1%	?	2%	28%	-7%	19%
COc1ccc(Br)cc1CN(C)CC(=O)Nc1cccc(S(N)(=O)=O)c1	-3%	-5%	-4%	-1%	-4%	2%	9%	0%	1%	-3%
Cc1ccc2c(=O)cc(C(=O)NC3CCS(=O)(=O)C3)oc2c1 (stereo not given)	-7%	-2%	-2%	-11%	-7%	-11%	1%	-6%	-12%	20%
CCCCS(=O)(=O)Nc1ccc(N2CCOCC2)c(S(=O)(=O)N2CCOCC2)c1	-5%	2%	4%	0%	-6%	2%	1%	-6%	-17%	-5%
COCCN1C(=O)N(c2ccc(OC)cc2)C(=O)C1CC(=O)Nc1cccc(F)c1 (stereo not given)	2%	3%	0%	4%	-7%	3%	-5%	-22%	?	-5%
c1ccc2c(Nc3ccc(N4CCOCC4)cc3)nc(N3CCOCC3)nc2c1	0%	0%	-11%	0%	-31%	-4%	-5%	?	5%	-5%
O=C(O)CCCCCNC(=O)c1ccccc1	1%	-3%	3%	-4%	13%	?	2%	0%	0%	0%
O=C(C[n+]1ccccc1)c1ccc(-c2ccccc2)cc1	0%	15%	-14%	-5%	-5%	4%	-1%	22%	-5%	5%
CCN(CC)CC#CCC(OC)(c1ccccc1)c1ccccc1	-5%	4%	-12%	0%	-8%	0%	0%	-23%	nt	5%
C=CCNc1ncnc2c1[nH]c1ccccc12	?	3%	1%	-10%	-23%	?	3%	38%	-5%	10%
CC(=O)Nc1nc2c(C)cc(NC(=O)C3CCCCC3)cc2s1	-7%	15%	?	1.8µM*	79%	nt	2.2µM*	10%	0%	-7%
O=C(COC(=O)/C=C/c1ccc([N+](=O)[O-])cc1)NC1CCCCC1	nt	5%	1%	15%	4%	-1%	4%	nt	-4%	nt
COCCSc1nc(N)c(NC(=O)c2ccco2)c(=O)[nH]1	-1%	7%	1%	4%	2%	2%	-2%	-3%	-3%	3%
Continuation.
SMILES	Gal4-VP16 FLuc	p53 reactivator	ELG1 genotox	Rab9 promoter act	BRCA1 expr act	FLuc counter	NPC1 promoter act	RORgamma inh	uPA surface inh	MBNL1-CUG inh
CCn1c(=NC(=O)CN2C(=O)CCC2=O)sc2c(C)cc(C)cc21	0%	-1%	1%	0%	-20%	0%	1%	-3%	-3%	-12%
Cc1cc(NS(=O)(=O)c2ccc(NC(=O)C(C)N3C(=O)c4ccccc4C3=O)cc2)nc(C)n1 (stereo not given)	18%	5%	-6%	-4%	1%	-2%	-1%	2%	nt	-10%
CC1(c2ccc(Cl)cc2)NC(=O)N(CC(=O)c2ccc3c(c2)OCO3)C1=O (stereo not given)	-8%	-11%	-5%	-2%	-15%	-20%	2%	9%	-5%	-6%
CC(c1ccc(F)cc1)n1c(Cn2ncc3ccccc3c2=O)n[nH]c1=S (stereo not given)	24%	-2%	-5%	-5%	-14%	2%	-6%	-42%	1%	3%
Cc1sc2nc(CN3CCCCC3)nc(Nc3ccc4c(c3)OCCO4)c2c1C	8%	-3%	5%	-25%	-23%	-2%	-1%	-33%	4%	-4%
Cc1ccc(NC(=O)c2nc[nH]c2C(=O)N2CCN(C(=O)OC(C)(C)C)CC2)cc1	nt	0%	-6%	0%	8%	1%	-3%	nt	16%	nt
Cc1ccc(N2Cc3ccccc3OC(C)C2=O)cc1 (stereo not given)	-2%	-7%	-2%	1%	-18%	0%	1%	-6%	-16%	4%
O=C(NCc1ccncc1)c1cccc(S(=O)(=O)N2CCc3ccccc32)c1	nt	-2%	0%	-14%	-48%	-2%	-6%	nt	-11%	nt
C[C@H](NCCc1ccc(O)cc1)[C@H](O)c1ccc(O)cc1	nt	1%	10%	-2%	3%	11%	-1%	nt	-7%	nt
COc1ccc(/C=C2/NC(=O)N(CC(=O)Nc3cccc(C)c3)C2=O)cc1O	9%[10 µM]	-3%	3%	-3%	-19%	1%	-7%	3%	0%	21%
COc1cc(OC)nc(NC(=O)CSc2nc3ccccc3[nH]2)n1	-11%	-1%	-3%	2%	-14%	0%	1%	-25%	-14%	-18%
O=c1[nH]nc(N/N=C/c2ccccc2OC(F)F)c(=O)[nH]1	-1%	4%	-4%	1%	0%	?	-6%	10%	1%	nt
CCN(CC)C(=O)[C@H]1C[C@H](CC(=O)NCCC2=CCCCC2)C(=O)N2CCc3c([nH]c4cc(CCC(=O)N(C)C)ccc34)[C@]12C	nt	-1%	-2%	nt	-23%	nt	nt	nt	-5%	nt
O=C(c1cccc(S(=O)(=O)N2CCc3ccccc32)c1)N1CCN(c2ccccn2)CC1	-5%	18%	-21%	18%	-29%	-2%	-6%	-11%	-1%	1%
CCc1c(C(=O)NCc2cnn(C)c2)csc1C	6%	-7%	1%	12%	0%	-1%	-6%	40%	nt	?
COc1ccccc1CNCC(=O)Nc1ccc(N(C)C)cc1	-17%	18%	15%	-4%[1.84 µM]	82%	?	28%	1%	3%	-3%
Cc1oc2cc(O)ccc2c(=O)c1Oc1ccc(F)cc1	4%	-3%	1%	0%	0%	3%	1%	0%	-6%	-5%
CCc1ccc(OCC(=O)N/N=C/c2cc([N+](=O)[O-])ccc2N2CCOCC2)cc1	-12%	1%	-4%	1%	-50%	?	-2%	37%	4%	?
O=C(CSc1nnc(C2COc3ccccc3O2)o1)Nc1ccc(F)cc1Cl (stereo not given)	0%	4%	-1%	-4%	10%	5%	0%	18%	2%	-3%

Another view of some results above.
Below each compound: Gal4-VP16 FLuc	p53 reactivator	ELG1 genotox	Rab9 promoter act	BRCA1 expr act	FLuc counter	NPC1 promoter act	RORgamma inh	uPA surface inh	MBNL1-CUG inh
> CCn1c(=NC(=O)CN2C(=O)CCC2=O)sc2c(C)cc(C)cc21
→ 0%	-1%	1%	0%	-20%	0%	1%	-3%	-3%	-12%
> Cc1cc(NS(=O)(=O)c2ccc(NC(=O)C(C)N3C(=O)c4ccccc4C3=O)cc2)nc(C)n1 (stereo not given)
→ 18%	5%	-6%	-4%	1%	-2%	-1%	2%	nt	-10%
> CC1(c2ccc(Cl)cc2)NC(=O)N(CC(=O)c2ccc3c(c2)OCO3)C1=O (stereo not given)
→ -8%	-11%	-5%	-2%	-15%	-20%	2%	9%	-5%	-6%
> CC(c1ccc(F)cc1)n1c(Cn2ncc3ccccc3c2=O)n[nH]c1=S (stereo not given)
→ 24%	-2%	-5%	-5%	-14%	2%	-6%	-42%	1%	3%
> Cc1sc2nc(CN3CCCCC3)nc(Nc3ccc4c(c3)OCCO4)c2c1C
→ 8%	-3%	5%	-25%	-23%	-2%	-1%	-33%	4%	-4%
> Cc1ccc(NC(=O)c2nc[nH]c2C(=O)N2CCN(C(=O)OC(C)(C)C)CC2)cc1
→ nt	0%	-6%	0%	8%	1%	-3%	nt	16%	nt
> Cc1ccc(N2Cc3ccccc3OC(C)C2=O)cc1 (stereo not given)
→ -2%	-7%	-2%	1%	-18%	0%	1%	-6%	-16%	4%
> O=C(NCc1ccncc1)c1cccc(S(=O)(=O)N2CCc3ccccc32)c1
→ nt	-2%	0%	-14%	-48%	-2%	-6%	nt	-11%	nt
